FUS suppressor: rescues growth of FUS-expressing yeast; 390,000 compounds, 0.24% hits; Potency, µM (titrated, usually from 76.6 µM), for inactives: at the highest dose growth rescue (activation), usual class: activators; S. cerevisiae FUS-expressing, growth rescue, OD600, 24 h;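 also: plate controls were DMSO vehicle for no effect and reference control for full effect; nearly all actives have a fitted effect of over 55% in size; some results filed as inactive show a strong effect at the top dose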
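Read-out: OD at 600 nm after 24hr at 30C, reporting rescue of FUS-induced yeast toxicity. Cells at OD 0.005 in galactose (2%) minimal medium; compounds tested in a dilution series; CP55940 titration from 92uM final as control.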
TDP-43 yeast inh: inhibitors of TDP-43 toxicity in yeast | TDP-43 expressing yeast growth rescue, BacTiter-Glo, 24 h | Potency, µM (doses to about 46.1 µM), inactives show top-dose growth rescue (activation), most hits filed as activators | 410,000 compounds, 1.8% hits; also: % of control where 0% means no effect; nearly all actives have a fitted effect of over 50% in size
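Yeast cells expressing TDP-43 under galactose induction are exposed to compounds for 24 hr at 30 deg C. BacTiter-Glo luminescence measures growth, so protective compounds score as activators.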
EPAC1 ag: EPAC1 (human) agonism | O95398 | EPAC1 agonist qHTS, biochemical assay; response scale: 100% = response to 6.5 mM cAMP | Potency, µM (top dose mostly 154 µM), inactives show top-dose activation, most hits filed as activators | 360,000 compounds, 0.073% hits | AID 720707; also: nearly all actives have a fitted effect of over 60% in size
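EPAC1 100 nM, Rap1B–BODIPY-GDP 250 nM, unlabeled GDP 50 uM; compound titration; 5 min RT; kinetic read ex480/em540 at 5-min intervals ×30 min; data normalized to 6.5 mM cAMP agonist control.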
PTHR1 ag: PTHR1 (human) receptor agonism | Potency, µM (titrated, usually from 115 µM), inactives show at the highest dose activation, usual class: activators | HEK293 GP2 PTHR1 cells, GloSensor cAMP luminescence, 1 h | Q03431 | 410,000 compounds, 0.075% hits | AID 743266; also: nearly all actives have a fitted effect of over 55% in size; some results filed as inactive show a strong effect at the top dose; inactives centre near -15; many of its hits are not listed in these tables
Target sequence (Q03431 whole entry, looked up): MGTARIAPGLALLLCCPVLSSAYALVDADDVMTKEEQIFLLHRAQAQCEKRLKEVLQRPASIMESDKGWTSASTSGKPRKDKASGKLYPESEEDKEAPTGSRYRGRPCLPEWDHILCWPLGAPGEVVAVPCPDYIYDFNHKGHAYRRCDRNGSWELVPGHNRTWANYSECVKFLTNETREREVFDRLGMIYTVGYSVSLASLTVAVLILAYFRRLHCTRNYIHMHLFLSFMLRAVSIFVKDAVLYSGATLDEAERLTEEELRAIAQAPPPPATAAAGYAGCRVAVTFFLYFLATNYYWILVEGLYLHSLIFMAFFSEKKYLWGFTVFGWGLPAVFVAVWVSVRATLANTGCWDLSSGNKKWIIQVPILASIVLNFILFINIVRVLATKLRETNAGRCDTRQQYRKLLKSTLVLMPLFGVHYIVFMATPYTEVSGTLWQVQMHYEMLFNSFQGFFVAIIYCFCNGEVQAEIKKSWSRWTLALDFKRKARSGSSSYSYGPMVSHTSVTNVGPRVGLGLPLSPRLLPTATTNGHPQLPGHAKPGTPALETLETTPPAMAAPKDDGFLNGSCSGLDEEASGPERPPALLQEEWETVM
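HEK-293-derived GP2 cells expressing PTHR1 and a GloSensor cAMP reporter, 3,000/well, plated overnight, given luciferin plus IBMX (each 0.5 mM as added) for 1 h at 37 °C, then compound for 1 h at 37 °C. Luminescence was read after 15 min at room temperature.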
EPAC2 agonist: EPAC2 (human) agonism; EPAC2 activation, biochemical qHTS; response scale: 100% = 6.5 mM cAMP response; Q8WZA2; 360,000 compounds, 0.079% hits; Potency, µM (top dose mostly 154 µM), for inactives: at the top dose activation, usual class: activators; also: nearly all actives have a fitted effect of over 50% in size
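Each well held 100 nM EPAC2, 250 nM RAP1B-BODIPY-GDP and 50 uM GDP. Fluorescence, read at 5-min intervals to 30 min, was referenced to a 6.5 mM cAMP positive control.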
EPAC2 antagonist: antagonists of human EPAC2 | EPAC2 GEF exchange of Rap1B-BODIPY-GDP, fluorescence | 360,000 compounds, 0.18% hits | Q8WZA2 | Potency, µM (doses to about 114 µM), for the others: at the highest dose activity, negative = inhibition, usual class: inhibitors; also: % is scaled to controls: 0 for no effect and ±100 for the full control effect; nearly all actives have a fitted effect of over 45% in size; many of its hits are not listed in these tables
aSyn rescue: alpha-synuclein toxicity inhibition in yeast; Yeast expressing alpha-synuclein, growth rescue, BacTiter-Glo, 24 h; Potency, µM (doses to about 46.1 µM), without a hit: at the top dose growth rescue (activation), hits mostly activators; 370,000 compounds, 0.14% hits; AID 652106; also: % of control where 0% means no effect; nearly all actives have a fitted effect of over 65% in size
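Readout is rescue of growth in alpha-synuclein-expressing yeast, so inhibitors of toxicity appear as activators. Growth after 24 hr at 30 deg C in galactose medium is quantified by luminescence.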
EPAC1 antagonist: antagonists of human EPAC1 | Potency, µM (doses to about 115 µM), inactives show at the top dose activity change, negative = inhibition, usual class: inhibitors | AID 720709 | EPAC1 GEF assay, Rap1b-BODIPY-GDP exchange fluorescence | 360,000 compounds, 0.14% hits;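 also: plate controls were vehicle for no effect and positive control for full effect; nearly all actives have a fitted effect of over 50% in size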
Starred values were filed as active, the others as inactive; i = inactive; ? = inconclusive; . = no result given; & = joins results of further samples; [ ] = another dose, or the depositor's remark. Calls follow the shape of the dose curve; as a rule, active = well fitted curve in the direction sought with a large enough effect; inconclusive = small, poorly fitted or top-dose-only effect, or another doubt; inactive = no such curve, though single readings can be large; an effect the other way counts as inactive or inconclusive. Potency is read from the fitted curve at half-maximal effect. These rows are one share of the data, so the mix of outcomes need not match the whole.

Assay codes – A = FUS suppressor; B = TDP-43 yeast inh; C = EPAC1 ag; D = PTHR1 ag; E = EPAC2 agonist; F = EPAC2 antagonist; G = aSyn rescue; H = EPAC1 antagonist
1: C=CCNc1ncnc2ccc(Br)cc12
  A: -1%; B: 19%; C: -3%; D: i; E: -3%; F: 9%; G: -1%&1%; H: -4%
2: O=C1CC(=O)N2N=C(c3ccc([N+](=O)[O-])cc3)SC2=N1
  A: 41%; B: 9%; C: 1%; D: -16%; E: 1%; F: 4%; G: 21%; H: -17%
3: COc1cc2nc(C3CC3)n(NC(=O)c3ccc(F)cc3)c(=O)c2cc1OC
  A: 15%; B: 0%; C: 7%; D: -10%; E: 3%; F: 4%; G: 10%; H: -4%
4: Cc1[nH]c2ccccc2c1CCCO
  A: 6%; B: -20%; C: 10%; D: i; E: 8%; F: 2%; G: -3%; H: 4%
5: CCc1ccc(-n2c(=S)sc3c(=O)[nH]c(SCC(=O)NC4CCCCC4)nc32)cc1
  A: -4%; B: 4%; C: 0%; D: -8%; E: 14%; F: ?; G: -2%; H: -12%
6: C/C(=N\NC(=O)c1nnn(-c2nonc2N)c1C(C)C)c1ccncc1
  A: 12%; B: -6%; C: 10%; D: -1%; E: 10%; F: 6%; G: -2%; H: 2%
7: CCN(CC)S(=O)(=O)c1cc(NC(=O)COC(=O)CCC(=O)c2ccc(F)cc2)ccc1C
  A: .; B: 12%; C: -8%; D: i; E: -12%; F: -4%; G: -13%; H: -28%
8: O=S(=O)(Cc1ccccc1)c1cnc2ccccc2n1
  A: -11%; B: ?; C: 4%; D: i; E: 7%[15.6 µM]; F: 8%; G: 21%; H: -4%
9: CC(C)[C@H](NC(=O)OCc1ccccc1)C(=O)N[C@@H](Cc1c[nH]c2ccccc12)C(=O)O
  A: 2%; B: -1%; C: 5%; D: i; E: 4%; F: 17%; G: -1%; H: 0%
10: O=C(Cn1c(=O)n(Cc2ccco2)c(=O)c2c3c(sc21)CCCCC3)Nc1ccccc1
  A: 40%; B: -10%; C: 11%; D: i; E: 13%; F: -7%; G: 0%; H: -29%
11: O=C(NCCN1CCN(Cc2ccccc2)CC1)c1cc2c(=O)[nH]c3ccccc3c2s1
  A: 7%; B: -18%; C: -1%; D: i; E: -3%; F: 10%; G: 1%; H: -2%
12: CSCC[C@H](NC(=O)CCNC(C)=O)c1nc2ccccc2[nH]1
  A: -3%; B: 0%; C: 2%; D: -4%; E: 0%; F: -2%; G: -1%; H: -13%
13: O=C(CSc1nc2ccccc2nc1SCC(=O)N1CCOCC1)N1CCOCC1
  A: -11%; B: 10%; C: 0%; D: -10%[57.5 µM]; E: -2%[15.6 µM]; F: 14%; G: 2%; H: -5%
14: Cc1ccccc1NC(=O)CC1SC(=O)N(c2ccccc2)C1=O (stereo not drawn)
  A: ?; B: 10%; C: 4%; D: i; E: 1%; F: -5%; G: 1%; H: 5%
15: O=c1[nH]c2cc3c(cc2cc1CN(CC1CCCO1)S(=O)(=O)c1ccccc1)OCCO3 (stereo not drawn)
  A: 6%; B: -16%; C: -3%; D: i; E: 3%; F: 4%; G: -1%; H: 12%

Among those listed so far, 2 contain a thiophene ring, fused or not.
Assay codes – A = FUS suppressor; B = TDP-43 yeast inh; C = EPAC1 ag; D = PTHR1 ag; E = EPAC2 agonist; F = EPAC2 antagonist; G = aSyn rescue; H = EPAC1 antagonist
10: O=C(Cn1c(=O)n(Cc2ccco2)c(=O)c2c3c(sc21)CCCCC3)Nc1ccccc1
  A: 40%; B: -10%; C: 11%; D: i; E: 13%; F: -7%; G: 0%; H: -29%
11: O=C(NCCN1CCN(Cc2ccccc2)CC1)c1cc2c(=O)[nH]c3ccccc3c2s1
  A: 7%; B: -18%; C: -1%; D: i; E: -3%; F: 10%; G: 1%; H: -2%

Continuation.
Assay codes – A = FUS suppressor; B = TDP-43 yeast inh; C = EPAC1 ag; D = PTHR1 ag; E = EPAC2 agonist; F = EPAC2 antagonist; G = aSyn rescue; H = EPAC1 antagonist
16: O=c1c(Cc2ccc(F)cc2)c(O)ccn1Cc1ccco1
  A: -34%; B: 1%; C: 5%; D: i; E: 0%; F: 2%; G: -4%; H: 6%
17: CCO[C@H]1OC(C(=O)N2CCOCC2)=C[C@@H](c2ccccc2)[C@@H]1CCCO
  A: -27%; B: 7%; C: 0%; D: -9%; E: 7%; F: 2%; G: -7%; H: -2%
18: Cc1ccc2nc(-c3ccc(O)cc3)c(Nc3ccc4c(c3)OCCO4)n2c1
  A: 27%&4%; B: 14%&0%; C: -5%; D: -1%; E: 14%; F: 1%; G: 3%; H: -26%
19: C=CCOc1cccc(CNn2nnnc2N)c1
  A: -7%; B: 2%; C: -10%; D: -16%; E: 7%; F: -1%; G: 1%; H: -13%
20: COc1ccc(-c2cc(C(=O)OCC(=O)NC(C)C)c3ccccc3n2)cc1
  A: 1%; B: 1%; C: -3%; D: -12%; E: -3%; F: -1%; G: -1%; H: -23%
21: CNC(=S)N/N=C/c1c(Cl)cccc1Cl
  A: -1%; B: ?; C: -10%; D: i; E: -3%; F: -4%; G: -2%; H: 4%
22: Cc1cc(N2C(=O)C(O)=C(C(=O)c3cc4ccccc4o3)C2c2cccc(Cl)c2)no1 (stereo not drawn)
  A: 13%; B: -23%; C: -32%[inhibitor]; D: -19%; E: -17%; F: 7%; G: 1%; H: ?
23: CC(=O)c1ccc(OC(=O)C2CSC3(C)CCC(=O)N23)cc1 (stereo not drawn)
  A: .; B: -8%; C: 0%; D: -22%; E: 5%; F: 15%; G: 2%; H: 12%
24: CCOC(=O)CNC(=O)CSc1nc2ncc(Br)cc2[nH]1
  A: -15%; B: 14%; C: 4%; D: i; E: -19%; F: -6%; G: -7%; H: -2%
25: C=CCNC(=S)N/N=C/c1ccc(C(F)(F)F)cc1
  A: -32%; B: ?; C: -6%; D: -39%[inhibitor]; E: -2%; F: -1%; G: 0%; H: -3%

Just EPAC1 ag (two entries from above):
nr | Compound | EPAC1 ag
18 | Cc1ccc2nc(-c3ccc(O)cc3)c(Nc3ccc4c(c3)OCCO4)n2c1 | -5%
19 | C=CCOc1cccc(CNn2nnnc2N)c1 | -10%

Down the list, as entered above.
EPAC1 antagonist for entries 16 to 25: 6%, -2%, -26%, -13%, -23%, 4%, ?, 12%, -2%, -3%
EPAC2 antagonist for entries 16 to 25: 2%, 2%, 1%, -1%, -1%, -4%, 7%, 15%, -6%, -1%
